From PubChem BioAssay
DDE Tn6 FP inh: disrupts Tn6 cyclic peptide binding to fibrin D-Dimer-E complex | AID 720509 | hit rate 0.21% among 370,000 | P02675 | Fibrin DD(E) TRITC-Tn6 fluorescence polarization displacement | inhibition, % at 8.3 µM;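 active = inhibition above a per-campaign cutoff: mean of compounds within control limits plus 3 SD, cut at about 15% in these data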;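 also: 0% = median of all compound wells on the plate and 100% = blocking peptide control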
KLK7 zymogen act: proKLK7 (human) activation, primary screen. P49862. purified proKLK7, EDANS-DABCYL substrate fluorescence; 100% is mature enzyme control, 0% vehicle. activation, % at 7 µM. hit rate 0.9% among 370,000;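 active = activation above the mean of all tested compounds plus 3 SD, computed per campaign excluding outliers beyond control limits, cut at about 13% in these data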
ARFGAP1 inh: rat ARFGAP1 inhibition; Arfgap1-stimulated ARF1 GTP hydrolysis, GDP FP detection; hit rate 0.26% among 360,000; inhibition, % at 16.5 µM;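 active = inhibition above a per-plate limit, mean inhibition of low control wells plus 3 SD, cut at about 25% in these data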;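 also: 0% = DMSO wells with enzyme and 100% = wells lacking Arfgap1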
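Replicates: Single well per compound | Assay system: Truncated rat Arfgap1 GAP domain | Control set: No-Arfgap1 wells (100%) versus DMSO full-reaction wells (0%) | Times: Enzyme reaction 120 min at 25 °C after 20 min preincubation | Reagent: Human ARF1(Δ1-17)-GTP substrate | Measured by: Tracer-displacement fluorescence polarization with EDTA stop, 620/688 nm | Measure: Percent inhibition of Arfgap1-stimulated GTP hydrolysis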
ASAP1 GAP inh: ASAP1 ArfGAP inhibition; ASAP1-stimulated ARF1 GTP hydrolysis, GDP FP detection; inhibition, % at 16.5 µM; AID 624377; hit rate 0.19% among 360,000; in the data active = inhibition above about 25%;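 also: 0% = vehicle with enzyme and substrate and 100% = no enzyme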
sPLA2-III inh: Blocks human group III sPLA2 activity | AID 743126 | QFRET BODIPY PC-A2 liposome hydrolysis, fluorescence | inhibition, % at 12.2 µM | Q9NZ20 | hit rate 0.56% among 370,000;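 active = inhibition above mean plus 3 SD of compounds lying within the high and low control bounds, cut at about 19% in these data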;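 also: 0% = median of test compound wells and 100% = no enzyme DMSO wells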
UHRF1 MBD2 ctr: human UHRF1 methylated DNA binding inhibitors. Q96T88. UHRF1 binding to methylated oligo, TR-FRET. inhibition, % at 4.4 µM. hit rate 0.75% among 370,000; in the data active = inhibition above about 21%;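 also: UHRF1 SRA domain binding a hemimethylated CpG hairpin DNA probe; 0% = median of test compound wells and 100% = reference inhibitor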
NR1D1 modulator: Rev-erb alpha (human) modulation. P20393. Rev-erbα–FITC-DNA binding, fluorescence polarization, 90 min. activity, % at 10 µM. hit rate 0.79% among 370,000. AID 1259318;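 active = activity above about 14%, limit read from the data; passing the limit was not always enough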;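 also: 0% = DMSO wells with 35 nM protein and 100% = DMSO wells with 750 nM protein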
PLCb3 inh: PLC-beta3 (human) inhibition, primary screen; hit rate 0.18% among 370,000; AID 720704; inhibition, % at 12.2 µM; Purified PLC-beta3, fluorogenic substrate, fluorescence; in the data active = inhibition above about 11%;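 also: 0% = median of compound wells on plate and 100% = full blocker control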
DDE Tn7 FP inh: inhibitors of Tn7 peptide binding to human fibrin DD(E); P02675; FP displacement of FITC-Tn7 peptide from fibrin DD(E); 0% = median of compound wells per plate; inhibition, % at 8.3 µM; hit rate 0.13% among 370,000;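 active = inhibition above the mean of compounds falling within the control limits plus 3 SD of them, cut at about 14% in these data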;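 also: 0% = plate median of compound wells and 100% = 10 µM Aha-Tn7 peptide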
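Assay system: Fibrin-DD(E) protein isolated from polymerized human fibrin clots; read-out basis: percent inhibition; medium: Tris/NaCl/CaCl2 buffer, pH 7.8; signal: FP measurement; incubation: 10 min plus 3 h, room temperature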
PLC-gamma1 inh: blocks human PLC-gamma1 enzyme activity. purified PLC-gamma1, fluorogenic substrate, fluorescence. inhibition, % at 12.2 µM. hit rate 0.84% among 370,000. AID 720700; in the data active = inhibition above about 9.5%
Target sequence (P19174 whole entry, looked up): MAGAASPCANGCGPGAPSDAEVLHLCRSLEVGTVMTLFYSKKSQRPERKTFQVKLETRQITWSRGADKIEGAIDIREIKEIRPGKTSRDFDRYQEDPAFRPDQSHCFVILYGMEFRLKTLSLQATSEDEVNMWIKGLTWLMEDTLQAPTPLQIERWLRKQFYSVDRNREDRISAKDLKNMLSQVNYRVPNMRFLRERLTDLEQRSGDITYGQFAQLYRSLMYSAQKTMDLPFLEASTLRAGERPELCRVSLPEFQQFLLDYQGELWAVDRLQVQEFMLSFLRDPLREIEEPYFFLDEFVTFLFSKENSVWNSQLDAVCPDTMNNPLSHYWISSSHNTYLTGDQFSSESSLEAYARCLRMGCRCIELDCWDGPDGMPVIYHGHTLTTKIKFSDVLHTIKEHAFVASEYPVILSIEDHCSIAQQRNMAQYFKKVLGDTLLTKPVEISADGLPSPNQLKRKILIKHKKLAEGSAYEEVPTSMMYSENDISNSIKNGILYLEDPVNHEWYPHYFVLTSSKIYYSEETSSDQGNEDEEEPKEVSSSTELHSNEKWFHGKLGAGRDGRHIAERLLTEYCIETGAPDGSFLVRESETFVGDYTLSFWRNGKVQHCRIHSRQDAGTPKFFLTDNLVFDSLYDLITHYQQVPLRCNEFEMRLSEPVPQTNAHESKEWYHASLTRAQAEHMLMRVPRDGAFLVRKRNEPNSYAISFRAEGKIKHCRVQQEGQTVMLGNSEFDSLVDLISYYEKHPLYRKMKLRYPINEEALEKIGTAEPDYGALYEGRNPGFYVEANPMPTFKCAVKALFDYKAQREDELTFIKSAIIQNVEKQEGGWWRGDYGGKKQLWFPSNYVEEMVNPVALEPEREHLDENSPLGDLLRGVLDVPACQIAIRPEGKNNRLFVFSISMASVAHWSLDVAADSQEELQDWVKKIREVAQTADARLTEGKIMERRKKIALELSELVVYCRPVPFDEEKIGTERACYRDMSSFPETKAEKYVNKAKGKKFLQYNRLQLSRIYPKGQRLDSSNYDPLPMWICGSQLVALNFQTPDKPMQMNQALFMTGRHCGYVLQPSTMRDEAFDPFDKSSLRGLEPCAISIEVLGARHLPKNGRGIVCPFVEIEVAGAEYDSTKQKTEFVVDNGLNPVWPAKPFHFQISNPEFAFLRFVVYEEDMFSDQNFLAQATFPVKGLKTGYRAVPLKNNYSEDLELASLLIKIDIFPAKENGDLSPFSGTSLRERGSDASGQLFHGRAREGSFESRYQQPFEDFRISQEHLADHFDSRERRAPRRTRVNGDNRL
* = called active by the depositor; i = inactive. This is a random part of the collection, and some 4.5% of all compounds hit somewhere here.

SMILES	DDE Tn6 FP inh	KLK7 zymogen act	ARFGAP1 inh	ASAP1 GAP inh	sPLA2-III inh	UHRF1 MBD2 ctr	NR1D1 modulator	PLCb3 inh	DDE Tn7 FP inh	PLC-gamma1 inh
COC(=O)c1ccc(NC(=O)C(=O)NCC2CCCO2)cc1 (centres undefined)	-4	0.1	-3	5	2	20	-5	3	-2	1
O=S(=O)(Nc1cc(S(=O)(=O)N2CCOCC2)ccc1NCC1CCCO1)c1ccccc1 (centres undefined)	4	-0.1	-6	8	-1	-2	0	-1	6	-52
Nc1nc(-c2ccccc2Cl)cs1	9	1.1	6	13	10	1	10	-6	1	-3
COc1ccc(C(=O)NCCS(=O)(=O)N2CCc3ccccc3C2)cc1OC	3	0.9	-14	4	10	-1	0	-7	-3	3
Cc1cccc(NS(=O)(=O)c2c(C)[nH]c(C)c2C(=O)N2CCCC2)c1	-8	-0.5	1	-4	7	3	0	-8	-2	-1
Cc1c(N=Cc2cc3c(cc2[N+](=O)[O-])OCO3)cccc1[N+](=O)[O-]	-2	0.2	-3	-7	-4	1	-4	-5	5	4
CCOC(=O)CCC(NC(=O)CCCCCCCCC(=O)NC(CCC(=O)OCC)C(=O)OCC)C(=O)OCC (centres undefined)	5	-0.7	-2	0	12	3	5	1	7	0
O=c1[nH]c(C2CCCN(S(=O)(=O)c3cccc(F)c3)C2)nc2c1nnn2Cc1ccccc1 (centres undefined)	11	-0.9	1	10	1	5	3	-2	-10	8
Cc1nnc(NC(=O)c2ccc3ccccc3n2)s1	-5	-0.6	4	7	8	-1	-4	-7	-6	-3
Cc1ccc(S(=O)(=O)NCc2ccc(/C=C(/C#N)C(=O)NCc3ccccc3)o2)cc1	-3	-0.3	2	1	-6	-5	3	-1	-1	2
COC(=O)c1ccc(COc2ccc3c(c2)CCC3)o1	8	0.6	-10	7	-7	-3	5	1	5	-1
S=C(NCc1ccccc1)N1CCCCC1	-1	0.4	3	-1	10	-4	-8	1	5	2
CCC1CCCCN1C(=O)CSc1nc(N)c(NC(=O)c2ccc(OC)c(OC)c2)c(=O)[nH]1 (centres undefined)	-3	0.2	-12	-2	4	1	-4	-1	2	1
CCc1nnc(NS(=O)(=O)c2ccc(NC(=O)c3ccccc3O)cc2)s1	0	1.0	-16	-4	-25	-3	0	-190	1	-132
O=C1c2c(-c3ccc(Br)cc3)noc2CCN1Cc1cn(Cc2cccnc2)nn1	-2	0.1	0	4	-2	-1	-1	-1	3	1
CCOC(=O)C(C)Sc1ccc2nnc(CCNS(=O)(=O)c3ccc(C)cc3)n2n1 (centres undefined)	6	0.7	-10	-11	-3	-3	-4	-8	1	1
CC(C)(C)c1[nH]nc2c1C(c1ccc(OC(=O)c3ccco3)cc1)C(C#N)=C(N)O2 (centres undefined)	1	0.3	10	6	-22	-1	1	3	-7	2
CCc1ccc(S(=O)(=O)c2n[nH]n3c2nc(=O)c2ccccc23)cc1	3	-2.2	-16	-8	0	4	1	-9	-7	-8
O=C(CSc1nc2ccccc2[nH]1)Nc1nc(-c2cccc(Br)c2)cs1	-1	-2.5	23	9	19	18	-1	-9	-7	-5
CNC(=S)N/N=C/c1ccc(-c2ccc(C(=O)O)cc2)o1	2	12	-7	-5	-2	3	11	-263	4	-180
Cc1c(Cl)cnc(NC(=O)COC(=O)CCc2nc3ccccc3s2)c1Cl	9	-0.2	-2	1	5	1	-1	5	1	-1
CCOC(=O)C1CCCN(C(=O)c2ccc(OC(C)=O)cc2)C1 (centres undefined)	-3	-0.1	-11	-3	2	1	0	-1	-8	-1
CCCCCC(=O)N1C[C@@H](O)[C@H](n2cc(COC(=O)c3ccccc3)nn2)C[C@@H]1c1ccc(OC)cc1	5	0.8	8	1	-1	2	3	3	-6	1
O=C(NC1CC2CCC1C2)c1ccc(CN2CCOCC2)cc1 (centres undefined)	-8	-0.5	-3	8	-4	3	6	0	-1	3
Cc1cnc(CNC(=O)C2CCC(=O)N(CCc3ccc(Cl)cc3)C2)cn1 (centres undefined)	-2	-0.6	-3	-10	4	6	5	-8	0	3

Part of the list above in order of number of heavy atoms, ascending.
SMILES	DDE Tn6 FP inh	KLK7 zymogen act	ARFGAP1 inh	ASAP1 GAP inh	sPLA2-III inh	UHRF1 MBD2 ctr	NR1D1 modulator	PLCb3 inh	DDE Tn7 FP inh	PLC-gamma1 inh
Nc1nc(-c2ccccc2Cl)cs1	9	1.1	6	13	10	1	10	-6	1	-3
S=C(NCc1ccccc1)N1CCCCC1	-1	0.4	3	-1	10	-4	-8	1	5	2
Cc1nnc(NC(=O)c2ccc3ccccc3n2)s1	-5	-0.6	4	7	8	-1	-4	-7	-6	-3
COC(=O)c1ccc(COc2ccc3c(c2)CCC3)o1	8	0.6	-10	7	-7	-3	5	1	5	-1
CNC(=S)N/N=C/c1ccc(-c2ccc(C(=O)O)cc2)o1	2	12	-7	-5	-2	3	11	-263	4	-180
CCOC(=O)C1CCCN(C(=O)c2ccc(OC(C)=O)cc2)C1 (centres undefined)	-3	-0.1	-11	-3	2	1	0	-1	-8	-1
Cc1c(N=Cc2cc3c(cc2[N+](=O)[O-])OCO3)cccc1[N+](=O)[O-]	-2	0.2	-3	-7	-4	1	-4	-5	5	4
CCc1nnc(NS(=O)(=O)c2ccc(NC(=O)c3ccccc3O)cc2)s1	0	1.0	-16	-4	-25	-3	0	-190	1	-132
O=C1c2c(-c3ccc(Br)cc3)noc2CCN1Cc1cn(Cc2cccnc2)nn1	-2	0.1	0	4	-2	-1	-1	-1	3	1
Cc1ccc(S(=O)(=O)NCc2ccc(/C=C(/C#N)C(=O)NCc3ccccc3)o2)cc1	-3	-0.3	2	1	-6	-5	3	-1	-1	2
CCC1CCCCN1C(=O)CSc1nc(N)c(NC(=O)c2ccc(OC)c(OC)c2)c(=O)[nH]1 (centres undefined)	-3	0.2	-12	-2	4	1	-4	-1	2	1
CCCCCC(=O)N1C[C@@H](O)[C@H](n2cc(COC(=O)c3ccccc3)nn2)C[C@@H]1c1ccc(OC)cc1	5	0.8	8	1	-1	2	3	3	-6	1

Next results
SMILES	DDE Tn6 FP inh	KLK7 zymogen act	ARFGAP1 inh	ASAP1 GAP inh	sPLA2-III inh	UHRF1 MBD2 ctr	NR1D1 modulator	PLCb3 inh	DDE Tn7 FP inh	PLC-gamma1 inh
N#Cc1cc[n+](CC(=O)c2ccc(NC(=O)c3ccccc3)cc2)cc1	1	1.4	3	4	4	2	-1	-46	2	-22
Cc1ccc(C(=O)N/N=C/c2ccoc2)cc1C	4	-0.3	-8	-11	-2	3	-4	-5	3	-2
C[C@@H]1O[C@@H]1P(=O)(O)O	-5	-0.5	3	5	-6	-3	-3	5	-5	-2
Cc1cc(C)n(/C(=C/N(C)C)C(=O)c2ccccc2)n1	2	0.3	1	7	-1	0	4	-1	0	5
CC(=O)Nc1ccc(S(=O)(=O)N(Cc2ccccc2)c2ccccn2)cc1	6	-0.1	-7	1	-3	-1	1	-6	-4	0
Nc1nc2c(Cl)cc(Cl)cc2s1	8	0.7	-2	1	-11	-2	-1	-4	-2	6
O=C1CC(N2CCOCC2)C(=O)N1c1ccc2c(c1)OCO2 (centres undefined)	7	0.0	1	18	-5	0	0	0	6	2
Cc1ccsc1CN(C)CC(=O)NCC(=O)Nc1ccc(F)cc1	2	-0.3	-1	8	11	-1	-6	-5	-3	5
CC(C)(C)OC(=O)NCc1ccc(CNC(=O)c2nc[nH]c2C(=O)N2CCN(c3ccccc3)CC2)cc1	1	-0.1	9	13	-18	1	0	3	-3	1
COc1cccc(CC(=O)Nc2cc(S(=O)(=O)N3CCCCC3)ccc2C)c1	1	0.1	6	-7	4	0	7	-2	2	4
COc1ccccc1CNC(=O)C(=O)NCC1OCCN1S(=O)(=O)c1ccccc1 (centres undefined)	2	0.1	-11	-7	1	3	7	-17	1	-3
O=C1c2cccc3c([N+](=O)[O-])ccc(c23)C(=O)N1CC1CCCO1 (centres undefined)	1	0.5	-5	7	1	-10	3	i	-10	-362
FC(F)(F)c1ccc(/C=N/n2c(C3CCCCC3)n[nH]c2=S)cc1	4	0.0	10	4	5	-2	6	0	-2	2
COc1ccc(NC(=O)C[C@H]2C(=O)N(C3CCCCC3)C[C@@H]2C)cc1	-1	-0.3	-6	1	-2	-2	-4	4	-8	1
N/C(=N\OC(=O)CN1C(=O)c2ccccc2C1=O)c1ccc(Br)cc1	-3	0.1	-7	5	1	1	-5	-1	5	0
O=S1(=O)C=C(N2CCOCC2)c2ccccc21	2	0.1	-5	0	-5	5	0	-9	-3	-7
CC(=O)c1ccc(Oc2cc(C)nc(N3CCOCC3)n2)cc1	1	-0.6	-2	-3	0	-4	-2	6	5	2
COCCN1Cc2cccc(C(=O)Nc3ccc(C)c(C)c3)c2C1=O	-4	-4.1	4	-1	1	0	-2	2	1	1
O=C(O)CSc1nnc(-c2cccnc2)n1Cc1ccccc1	2	0.3	5	15	0	2	1	0	0	1
CC(=O)c1cccc(OC(=O)c2ccccc2)c1	4	-0.3	-13	7	5	-2	-6	2	7	1
Cn1c(=O)[nH]c(=O)c2c1nc(NCc1ccco1)n2Cc1ccccc1Cl	3	0.9	5	-1	0	1	3	0	-13	1
Clc1ccc(-c2nc3cnccn3c2Nc2ccc3c(c2)OCO3)cc1	2	4.7	-2	1	-1	-2	-3	-49	-5	-43
CC(=O)N1CCc2c(sc(NC(=O)C3CCN(S(=O)(=O)c4cccs4)CC3)c2C(N)=O)C1	3	-0.1	-11	10	-5	-2	1	-12	0	-14
COc1ccc(N2CCN(C(=O)c3ccc(NS(=O)(=O)c4cccc(F)c4)cc3)CC2)cc1	0	0.2	-3	-4	-41	-2	1	2	-5	-3
Cc1ccc2nc3n(c(=O)c2c1)-c1ccccc1C(=O)NC3Cc1ccc(O)cc1 (centres undefined)	-6	-0.1	0	3	-12	3	1	5	-8	10*
O=C(O)c1ccccc1C(c1ccccc1)c1ccccc1O (centres undefined)	0	0.6	-13	-4	-18	0	54*	2	5	-1
CCCCN(C)S(=O)(=O)c1cc2c(cc1Br)CCN2C(=O)C1CC1	8	0.6	-8	1	3	-1	0	2	6	2
